Compound activity as filed in PubChem BioAssay.
Lipid storage S3 = qHTS Assay for Lipid Storage Modulators in Drosophila S3 Cells; Drosophila S3 cells, BODIPY lipid droplet fluorescence, 18-24 h; cells fed with added oleic acid; AID 2685; lipid storage change, negative = inhibition, % at the top dose, mostly 46.1 µM; hits show Potency in µM; 320,000 tested, 0.64% active; active = well fitted inhibition curve with a large enough effect in the signal ratio, with a control signal flat, not every such curve was filed as active; inconclusive = small, poorly fitted or top-dose-only effect, or effect the other way, or a change in a side signal; the % refers to the signal ratio
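Drosophila S3 cells loaded with oleic acid (400 uM, as added) and compounds at several concentrations; lipid droplets imaged by 488-nm laser-scanning cytometry, 500–530 nm intensity and object ratio to cell channel. Percent activity normalized to 20 uM Triacsin C.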
Lipid storage S3 cell count max = second read-out of Lipid storage S3, no call of its own (marks repeat the call); cell number change, %; measured here: cell count max response;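 cells counted by Cell Tracker Red CMTPX staining in the red channel; peak over a dose series mostly up to 46.1 µM; percent activity relative to internal control wells on each plate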
* hit, by the source's call; i = inactive; ? = inconclusive; . = not tested or not shown. % is scaled to controls: 0 for no effect and ±100 for the full control effect; potency is read from the fitted curve at half-maximal effect. A portion of the library; count on the stated rates, not on these rows.

SMILES | Lipid storage S3 | Lipid storage S3 cell count max
Cc1ccc(S(=O)(=O)NCCC(=O)NC2CCC(C)CC2)cc1 (stereo not given) | 0% | -10
O=C(CSc1nc2c(sc3ccccc32)c(=O)n1CCCN1CCCC1)NCc1ccco1 | ? | .
CC(C)N1CN=C(Nc2nc3ccccc3o2)NC1 | ? | .
CC(C)P(=O)(Cc1cccc(C#N)c1)C(C)C | ? | .
CC(=O)c1c(C)nc(-c2ccc(OCC(=O)Nc3ccccc3)cc2)n1O | 1% | 27
COC(=O)c1cn(C(=O)c2ccccc2Cl)c2ccccc12 | ? | .
CNS(=O)(=O)c1cccc(C(=O)OCC(=O)N2CC(C)OC(C)C2)c1 (stereo not given) | ? | .
O=C(N1CCN(c2ccccc2F)CC1)C12CC3CC(CC(C3)C1)C2 | ? | .
Cc1ccccc1CNC(=O)C(=O)NCC1CCCN1S(=O)(=O)c1cccs1 (stereo not given) | ? | .
CC(C)(C)c1ccc(C(=O)CCC(=O)OCC(=O)NCCc2ccc(S(N)(=O)=O)cc2)cc1 | 3% | 1
O=C1C2CC=CCC2C(=O)N1c1ccc(NCCc2ccc(Cl)cc2)c([N+](=O)[O-])c1 (stereo not given) | -6% | -1
CCO[C@@H]1OC(C(=O)O)=C[C@H](c2csc3ccccc23)[C@H]1CCCO | ? | .

Record cards (already shown):
Profile of COC(=O)c1cn(C(=O)c2ccccc2Cl)c2ccccc12 : Lipid storage S3: ?; Lipid storage S3 cell count max: .
Profile of CC(C)(C)c1ccc(C(=O)CCC(=O)OCC(=O)NCCc2ccc(S(N)(=O)=O)cc2)cc1 : Lipid storage S3: 3%; Lipid storage S3 cell count max: 1

(list continues)
SMILES | Lipid storage S3 | Lipid storage S3 cell count max
Cc1cc(Br)c(Cl)cc1NC(=O)CN1C(=O)C2C3CC(c4ccccc4)C(C3)C2C1=O (stereo not given) | ? | .
COc1ccc(/C=C/C(=O)NC(=S)NNC(=O)Cc2cccs2)cc1OC | ? | .
CN(C)S(=O)(=O)N1CCN(c2cc(Cl)ccc2Cl)CC1 | 17% | -20
CCC(N)C12CC3CC(CC(O)(C3)C1)C2 (stereo not given) | -11% | -8
O=C(C1CCCN(S(=O)(=O)c2ccc(Br)s2)C1)N1CCCCCC1 (stereo not given) | ? | .
CCc1nc(SCC(=O)Nc2ccc([N+](=O)[O-])cc2)n[nH]1 | i | 5
C/C(CC(=O)Nc1ccc2c(c1)OCCO2)=N\NC(=O)Cc1ccccc1 | ? | .
COc1ccc(OC)c2c(C)cc(N3CCCCCC3)nc12 | ? | .
COC(=O)c1nn(-c2ccc(C)cc2)c2nnc(Cc3ccccc3)c(=O)n12 | 6% | 12
O=C1C2C3c4ccccc4C(c4ccccc43)C2C(=O)N1c1cccc2cccnc12 (stereo not given) | 16% | -23
CCOC(=O)CC(=O)CSc1nnc(Cn2c(=O)sc3ccccc32)n1C | ? | .
Cc1cccc(N2CCN(C(=O)COc3cc4oc(=O)cc(C)c4cc3Cl)CC2)c1C | i | 7
CC1CCN(c2oc(-c3ccc(F)cc3)nc2C#N)CC1 | -9% | .
Cc1ccc(OCC(=O)Nc2nc(-c3ccccn3)cs2)c(C)c1 | i | -13
NC(CC(=O)O)c1ccc(Br)cc1 (stereo not given) | 3% | 0
COc1ccccc1C(=O)Nc1ccnn1C1CCN(C(=O)c2ccoc2C)CC1 | 21% | 5
Cc1cc(S(=O)(=O)NCC(C)C)ccc1OCC(=O)NCC1CCCO1 (stereo not given) | -5% | 2
O=C1CN(c2ccc(Cl)cc2)C2(CCCCC2)S1 | ? | .
CCC(Sc1nc2c(c(=O)[nH]1)CCC2)C(=O)Nc1cccc(OC)c1 (stereo not given) | ? | .
COc1ccc(CCNC(=O)[C@@H](NC(=O)N2CCn3c2nc2ccccc23)C(C)C)cc1OC | i | 15
CC(=O)c1cccc(NC(=O)Cn2cnc(S(=O)(=O)N3CCCCC3)c2)c1 | ? | .
Cc1ccc(C=C2C(=O)c3ccccc3C2=O)o1 | -14% | -5
Cc1ccc(C(=O)NCCc2nnc3ccc(SCC(=O)Nc4c(C)cc(C)cc4C)nn23)cc1 | 6% | 9
COc1ccc(CCn2c(NCc3ccco3)nc3c2c(=O)[nH]c(=O)n3C)cc1 | ? | .
CCN(CC(=O)NC1CCS(=O)(=O)C1)S(=O)(=O)c1ccccc1Cl (stereo not given) | ? | .
CC(C)C[C@@H](CO)N1CCN(CC(C)C)CCC1=O | -9% | 9
Cc1ccc(C)c(N(CC(=O)NN=C2CCCCCCC2)S(C)(=O)=O)c1 | 1% | .
COc1ccccc1NC(=S)NNC(=O)c1ccc(O)cc1 | i | .
CC(CC(=O)NCCc1ccc(F)cc1)c1ccccc1 (stereo not given) | ? | .
CCN(CC)c1ccc(/C=N/Nc2ccc(C)cc2)c(O)c1 | -22% | 3
CC(C)(C)CC(=O)Nc1cccc2c1CCCC2 | ? | .
O=C(OCC(=O)N1CCc2ccccc2C1)c1ccc(Cl)c([N+](=O)[O-])c1 | 5% | 4
CCCOc1ccc(CN(CCO)CCO)cc1C(=O)OC | -2% | -7
Cc1ccc(NC(=O)NNC(=O)c2snnc2C)cc1 | ? | .
Fc1ccc(Nc2nnc(C(F)(F)F)s2)cc1Cl | ? | .
Nc1nc(COC(=O)C2CC(=O)N(Cc3ccccc3Cl)C2)nc(Nc2ccccc2)n1 (stereo not given) | -5% | 2
NC(=O)COC(=O)c1cc(S(=O)(=O)N2CCN(c3ccccc3)CC2)ccc1Cl | ? | .
O=C(COC(=O)C1CCN(S(=O)(=O)c2ccc(Cl)c(C(F)(F)F)c2)CC1)NCc1ccco1 | ? | .
CCCSc1nc2c(c(=O)[nH]c(=O)n2C)n1CCc1ccccc1 | ? | .
COc1ccc(-c2noc(CSc3nc(-c4ccccc4)cc(=O)[nH]3)n2)cc1OC | ? | .
COc1ccc(C(=O)NCc2oc(-c3ccccc3)cc2C(=O)O)cc1 | 21% | -5
CC1CCc2cc(F)ccc2N1C(=O)CCC(=O)O (stereo not given) | ? | .
CCOC(=O)c1sc(NC(=S)NC(=O)C2CC2)cc1C | ? | .
Cc1onc(-c2c(Cl)cccc2Cl)c1C(=O)N1CCN(Cc2ccccc2)CC1 | i | 19
N#Cc1ccc(OCC(=O)Nc2ccncc2)cc1 | ? | .
CCOC(=O)c1n[nH]n2c1nc(=O)c1ccccc12 | -2% | 10
N#Cc1ccc(-c2ccc(F)cc2)nc1Oc1ccccc1 | ? | .
Cc1ccc(O)c(/C=N/NC(=O)C2=NNC(c3ccccc3)(c3ccccc3)C2)c1 | -6% | -29
CSC1=C(C#N)C2(CCCC2)C(C#N)=C(N)N1 | ? | .
Cc1ccc(C)c(OCCC(=O)OCC(=O)NCCc2ccc(S(N)(=O)=O)cc2)c1 | ? | .
COC(=O)COc1ccc2c(c1)O/C(=C\c1cccc([N+](=O)[O-])c1)C2=O | -15% | -4
C[C@H](NC(=O)N1CCn2c1nc1ccccc12)C(=O)NCC1CCCO1 (stereo not given in full) | ? | .
O=C(CCCSc1nnc(-c2cccs2)n1CC1CCCO1)c1ccccc1 (stereo not given) | ? | .
COc1ccccc1NC(=O)C1=C(C)NC(=O)NC1c1cccs1 (stereo not given) | 4% | 13
Cc1ccccc1S(=O)Cc1ccc(C(=O)NC2CC2)o1 (stereo not given) | ? | .
CN(Cc1cnn(-c2ccccc2)c1)C(=O)C1CCC(=O)N(C2CC2)C1 (stereo not given) | ? | .
C=CCn1c(SCC(=O)c2ccc(O)c(O)c2)nnc1-c1cccc(Cl)c1 | ? | .
CCn1cnc2cc(NCc3ccc(C)cc3)ccc21 | ? | .
COc1ccc(/C=N/NC(=O)c2nn(C)cc2Br)cc1CSCc1ccco1 | ? | .
CCCCc1nc2sc3c(c2c(=O)[nH]1)CCC3 | ? | .

Further records follow.
SMILES | Lipid storage S3 | Lipid storage S3 cell count max
C=CCc1ccc(OCC(O)CN2CCCCC2)c(OC)c1 (stereo not given) | ? | .
COCCCN1C(=O)C(=O)/C(=C(/O)c2ccc(C)cc2)C1c1ccccc1 (stereo not given) | ? | .
COc1ccc(-c2cc(C(=O)Nc3c(Cl)cc(Cl)cc3Cl)c3ccccc3n2)cc1OC | 9% | -6
CCCN1CN(Cc2ccccc2)CNC1=S | -6% | -4
O=C(CCN1CCCO1)NC1CCCc2c1cnn2-c1ccccc1F (stereo not given) | i | -6
Cc1cccc(NC(=O)NCCc2ccc(Cl)cc2)c1 | 9% | 8
O=C(CCC(=O)c1ccc(F)cc1)OC1CCOC1=O (stereo not given) | 2% | 9
Cc1cc(C)n(C(=O)c2ccc(NC(=O)C3COc4ccccc4O3)cc2)n1 (stereo not given) | ? | .
CC(C)C(=O)NC(Nc1ccccc1F)C(Cl)(Cl)Cl (stereo not given) | 5% | 1
O=C(NCc1ccccn1)c1ccc2c(=O)n3nc(Nc4ccccc4)sc3nc2c1 | 4.1µM* | .
Nc1c(N(Cc2ccco2)C(=O)c2ccc(Br)cc2)c(=O)[nH]c(=O)n1Cc1ccccc1 | -11% | -14
O=C(NC1CC(=O)N(c2ccccc2)C1)N1CCN(C(=O)c2ccco2)CC1 (stereo not given) | ? | .
COc1cc(Br)c(C(=O)c2nccc3cc(OC)c(OC)cc23)cc1OC | ? | .
C[C@]12CC(O)C3C(CCC4=CC(=O)CC[C@@]43C)C1CCC2c1csc(-c2ccccc2)n1 (stereo not given in full) | ? | .
Cc1cc(OCC(=O)Nc2ccccc2C(N)=O)c2c(C)cc(=O)oc2c1 | -22% | 8
CCCCC(c1nnnn1CS(=O)(=O)c1ccc(C)cc1)N1CCC(C(N)=O)CC1 (stereo not given) | ? | .
O=C(Cc1n[nH]c(=O)c2ccccc12)Nc1cc(C(F)(F)F)ccc1-n1cncn1 | ? | .
CC(C)(C)c1ccc(C(=O)NNC(=O)c2ccncc2)cc1 | ? | .
CCCNC(=O)C1CCN(S(=O)(=O)c2ccc(Br)cc2)CC1 | -11% | 2
COc1ccc(/C(C)=N/Nc2ncc(Cl)cc2Cl)c(O)c1 | 12% | 25
CC(=O)c1ccc(NC(=S)Nc2ccc(N3CCOCC3)cc2)cc1 | ? | .
CCc1ccc(NC(=O)CCNS(=O)(=O)c2cccc3nsnc23)cc1 | ? | .
CCOC(=O)C1=C(COC(=O)/C=C/c2cc(Br)ccc2F)NC(=O)NC1C (stereo not given) | ? | .
COc1ccc(C(=O)NC2CCCCCC2)cc1S(=O)(=O)N1CCCC1 | ? | .
Cc1onc(-c2c(Cl)cccc2Cl)c1CO/N=C(\C#N)c1c(Cl)cccc1Cl | 4% | 7
CCOC(=O)N/N=C/c1ccc(OC)c(O)c1 | 1% | 5
Cc1ccc(C2N=C(N)Nc3nc4ccccc4n32)cc1 (stereo not given) | ? | .
Cc1cc(S(=O)(=O)Nc2ccc(C(=O)NCc3cccnc3)cc2)ccc1F | ? | .
COCCNc1nc(NCc2ccccc2)c2cnn(C)c2n1 | ? | .
Cn1c(-c2sc3cc(C(F)(F)F)cnc3c2-c2cccnc2)n[nH]c1=S | ? | .
Cc1cc2nnc(SCC(=O)Nc3cc(S(=O)(=O)N4CCOCC4)ccc3Cl)n2c2ccccc12 | ? | .
CCOC(=O)c1cnc(NCc2ccccc2)nc1C | i | -9
Clc1ccccc1OCc1nnc(-c2ccccc2)o1 | 7% | .
O=C(N/N=C/c1ccc(OC(=O)c2ccc([N+](=O)[O-])cc2)cc1)c1cccnc1 | i | 22
COc1cccc(/C=C2\SC(=O)N(CCC(=O)NNC(=O)c3cccc(Cl)c3)C2=O)c1 | ? | .
O=C(CSc1ncccc1C(=O)O)c1ccccc1 | ? | .
CC(=O)c1ccc(N2CCN(S(=O)(=O)c3cccc4nonc34)CC2)cc1 | 10% | 27
COc1ccc(C(=O)NCC(=O)N/N=C/c2ccc(C)o2)cc1OC | 4% | -1
CC(=O)c1cccc(NC(=O)c2cc(-n3cnnc3)ccc2Cl)c1 | ? | .
COc1cc(C(=O)O/N=C2\C=CC(=O)C(C)=C2)cc(OC)c1OC | ? | .
COc1ccc([N+](=O)[O-])cc1N/C(=N/S(=O)(=O)c1ccccc1)c1ccccc1 | ? | .
Cc1ccc2c(c1)c1c3n2CCN(C=O)C3CCC1 (stereo not given) | ? | .
COc1ccc(CCNC(=O)C2=COCCO2)cc1 | 1% | 16
O=C(Nc1ccc(N2CCOCC2)cc1)C1CCN(C(=O)OCc2ccccc2)CC1 | ? | .

Filtered by structure: the entries above with fluorine
SMILES | Lipid storage S3 | Lipid storage S3 cell count max
O=C(N1CCN(c2ccccc2F)CC1)C12CC3CC(CC(C3)C1)C2 | ? | .
CC1CCN(c2oc(-c3ccc(F)cc3)nc2C#N)CC1 | -9% | .
CC(CC(=O)NCCc1ccc(F)cc1)c1ccccc1 (stereo not given) | ? | .
Fc1ccc(Nc2nnc(C(F)(F)F)s2)cc1Cl | ? | .
O=C(COC(=O)C1CCN(S(=O)(=O)c2ccc(Cl)c(C(F)(F)F)c2)CC1)NCc1ccco1 | ? | .
CC1CCc2cc(F)ccc2N1C(=O)CCC(=O)O (stereo not given) | ? | .
N#Cc1ccc(-c2ccc(F)cc2)nc1Oc1ccccc1 | ? | .
O=C(CCN1CCCO1)NC1CCCc2c1cnn2-c1ccccc1F (stereo not given) | i | -6
O=C(CCC(=O)c1ccc(F)cc1)OC1CCOC1=O (stereo not given) | 2% | 9
CC(C)C(=O)NC(Nc1ccccc1F)C(Cl)(Cl)Cl (stereo not given) | 5% | 1
O=C(Cc1n[nH]c(=O)c2ccccc12)Nc1cc(C(F)(F)F)ccc1-n1cncn1 | ? | .
CCOC(=O)C1=C(COC(=O)/C=C/c2cc(Br)ccc2F)NC(=O)NC1C (stereo not given) | ? | .
Cc1cc(S(=O)(=O)Nc2ccc(C(=O)NCc3cccnc3)cc2)ccc1F | ? | .
Cn1c(-c2sc3cc(C(F)(F)F)cnc3c2-c2cccnc2)n[nH]c1=S | ? | .
